Source: PubChem
AmpC detergent: blocks E. coli AmpC beta-lactamase in detergent assay. AmpC hydrolysis of nitrocefin, absorbance 480 nm, 0.01% Triton. Potency, µM (series often up to 114 µM), for the others: top-dose activity change, negative = inhibition, hits mostly inhibitors. hit rate 0.041% among 370,000. AID 485294;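 note: potency is the fitted concentration of half-maximal effect; 0% = no-compound wells and -100% = no-enzyme wells; nearly all actives have a fitted effect of over 25% in size; some results filed as inactive show a strong effect at the top dose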
Target sequence (P00811 whole entry, looked up): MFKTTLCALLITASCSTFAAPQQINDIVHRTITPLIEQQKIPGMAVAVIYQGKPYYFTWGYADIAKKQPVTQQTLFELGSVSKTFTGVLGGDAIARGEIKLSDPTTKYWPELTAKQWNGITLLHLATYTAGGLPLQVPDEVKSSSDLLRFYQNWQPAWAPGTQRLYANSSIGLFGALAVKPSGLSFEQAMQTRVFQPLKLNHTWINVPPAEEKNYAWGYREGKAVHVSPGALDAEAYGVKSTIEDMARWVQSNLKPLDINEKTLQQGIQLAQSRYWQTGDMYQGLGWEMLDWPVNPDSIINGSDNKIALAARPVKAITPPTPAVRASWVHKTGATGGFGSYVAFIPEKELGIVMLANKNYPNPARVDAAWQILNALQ
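AmpC (5.3 nM in the dispensed reagent) in 20 mM phosphate pH 7.0 with 0.01% (detergent screen) or 0.0001% Triton X-100 was preincubated with compounds for 15 min at room temperature. Nitrocefin was then added from an 800 uM solution, and hydrolysis was followed at 480 nm.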
HCV inh: inhibitors of hepatitis C virus infection. Huh7.5.1 HCVcc-Cre infection, luciferase reporter, 44 h. Potency, µM (titrated, usually from 41.8 µM), without a hit: top-dose activity change, negative = inhibition, actives largely listed as inhibitors. hit rate 3.4% among 340,000; note: potency is the fitted concentration of half-maximal effect
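Luciferase read-out (15 sec integration) after a 15 min room-temperature substrate step quantifies HCVcc-Cre infection. Cells, 1,000 per well, had compound added 4 h post-plating, then virus at ~0.5 moi, and were cultured 44 h.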
LmPK inhibitor: inhibitors of Leishmania mexicana pyruvate kinase; Q27686; purified LmPK, Kinase-Glo ATP luminescence, 1 h; Potency, µM (top dose mostly 57.5 µM), inactives show top-dose activity change, negative = inhibition, usual class: inhibitors; hit rate 0.37% among 290,000; note: potency is the fitted concentration of half-maximal effect
Target sequence (Q27686 whole entry, looked up): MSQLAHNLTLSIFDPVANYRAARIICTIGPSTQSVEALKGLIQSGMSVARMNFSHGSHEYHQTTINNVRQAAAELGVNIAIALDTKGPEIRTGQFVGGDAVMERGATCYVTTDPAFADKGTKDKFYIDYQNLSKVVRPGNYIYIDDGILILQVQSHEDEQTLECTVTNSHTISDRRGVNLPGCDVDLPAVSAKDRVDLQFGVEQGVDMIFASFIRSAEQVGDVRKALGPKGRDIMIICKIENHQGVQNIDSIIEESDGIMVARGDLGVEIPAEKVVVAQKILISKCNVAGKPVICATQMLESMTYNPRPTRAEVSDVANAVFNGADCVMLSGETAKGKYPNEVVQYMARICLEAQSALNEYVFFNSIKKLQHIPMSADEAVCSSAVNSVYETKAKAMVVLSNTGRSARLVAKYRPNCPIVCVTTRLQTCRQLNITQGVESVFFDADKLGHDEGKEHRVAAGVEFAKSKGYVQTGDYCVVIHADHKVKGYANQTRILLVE
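Purified LmPK (0.1 nM) with 0.5 mM PEP and 0.1 mM ADP in imidazole buffer pH 7.2 with MgCl2/KCl, 1 h at room temperature. ATP formed was read by luciferase luminescence and normalized to no-enzyme and uninhibited controls.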
HCMV inh: inhibitors of human cytomegalovirus; HFF cells, HCMV-luciferase reporter, 72 h; active compounds read low; activity change, negative = inhibition, % at 57.5 µM; hit rate 4.5% among 410,000; AID 1259415; in the data active = activity change below about -60%; inconclusive = no clear call, values can overlap the other calls; inactive = above about -39%
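Luciferase read-out from HCMV-luciferase-infected HFFs (MOI 1 PFU/cell) 72 h post infection at 37C; compounds added after 16 h cell attachment; activity normalized between buffer-only basal and Salinomycin (10uM) inhibitor controls.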
AMA1-RON2 inh: disrupts binding of P. falciparum AMA1 to RON2. AlphaScreen AMA1-biotinylated RON2 peptide binding. Potency, µM (highest dose often 58.2 µM), inactives show at the top dose activity change, negative = inhibition, most hits filed as inhibitors. hit rate 0.2% among 360,000. AID 720542;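 note: potency is the fitted concentration of half-maximal effect; 0% = vehicle wells and -100% = peptide control; nearly all actives have a fitted effect of over 45% in size; some results filed as inactive show a strong effect at the top dose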
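AMA1 (3D7) with his tag at 25 nM final met compounds first, then biotinylated RON2 peptide at 25 nM; detection used donor plus acceptor beads, 10 µg/mL apiece, read by AlphaScreen after 30 min at room temperature.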
Tb PYK inh: T. brucei pyruvate kinase inhibition; Q57TT1; TbPYK enzyme, Kinase-Glo Plus ATP luminescence, 45 min; Potency, µM (doses to about 76.8 µM), without a hit: at the highest dose activity, negative = inhibition, actives largely listed as inhibitors; hit rate 0.12% among 410,000; note: potency is the fitted concentration of half-maximal effect; nearly all actives have a fitted effect of over 50% in size
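Luminescent Kinase-Glo Plus end-point after 45 min room-temperature reaction of T. brucei pyruvate kinase started with 130 uM ADP (final). Buffer TEA 50 mM pH 7.2 with KCl, MgCl2, BSA, Tween-20; titration-based qHTS with fitted concentration-effect curves.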
AmpC inh no detg: blocks E. coli AmpC beta-lactamase in detergent-free assay; P00811; Potency, µM (doses to about 57.1 µM), for inactives: top-dose activity change, negative = inhibition, usual class: inhibitors; AID 485341; hit rate 0.52% among 330,000; AmpC nitrocefin hydrolysis, absorbance 480 nm, 0.0001% Triton;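 note: potency is the fitted concentration of half-maximal effect; plate controls were no compound for no effect and no enzyme for full effect; nearly all actives have a fitted effect of over 20% in size; some results filed as inactive show a strong effect at the top dose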
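AmpC (5.3 nM in the dispensed reagent) in 20 mM phosphate pH 7.0 with 0.01% (detergent screen) or 0.0001% Triton X-100 was preincubated with compounds for 15 min at room temperature. Nitrocefin was then added from an 800 uM solution, and hydrolysis was followed at 480 nm.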
Starred values were filed as active, the others as inactive; ? = inconclusive; . = not tested or not shown; & = joins results of further samples; [ ] = another dose, or the depositor's remark. Unless noted, calls come from the whole dose curve; as a rule, active = well fitted curve in the direction sought with a large enough effect; inconclusive = small, poorly fitted or top-dose-only effect, or another doubt; inactive = no such curve, though single readings can be large; an effect the other way counts as inactive or inconclusive. Unless noted, % is set by controls: 0 for no effect and ±100 for the full control effect.

SMILES	AmpC detergent	HCV inh	LmPK inhibitor	HCMV inh	AMA1-RON2 inh	Tb PYK inh	AmpC inh no detg
Cc1cccc(C)c1OCc1nc2c3c(-c4ccccc4)c(-c4ccccc4)oc3ncn2n1	11.3%	.	.	-18.3	.	2.6%	.
O=[N+]([O-])c1ccc(CN2CCN(c3nc4ccccc4s3)CC2)cc1	-5.7%	18.1%	8.2%	?	1.6%	2.5%	7.2%
CCc1cc(C(=O)Nc2c(C)nn(Cc3ccccc3Cl)c2C)no1	12.2%	.	.	-14.2	.	-5.2%	.
COc1ccc(C(=O)NNC(=O)c2cccc(F)c2)cc1	-5.9%	20.1%	2.5%	-16.6	-6.0%	-5.5%	-17.8%
COc1ccc(N2CCN(C(=O)CNC(=O)c3nn(-c4ccc(OC)cc4)c(=O)c4ccccc34)CC2)cc1	?	-10.2%	9.4%	-24.1	-14.1%	3.6%	98.7%[activator]
Cc1ccc(S(=O)(=O)Nc2c(C)n(C)n(-c3ccccc3)c2=O)c(C)c1	-12.9%	9.6%	0.6%	3.4	4.5%	0.8%	-17.1%
COc1ccc(CNC(=O)C2CCN(S(=O)(=O)c3ccc(-c4nn[nH]n4)cc3)CC2)cc1	-12.7%	-1.0%&24.8%	1.5%	-37.9	-6.4%	0.8%	-25.4%
CCCCN(C(=O)c1ccc(N2CCCC2=O)cc1)c1c(N)n(CCC)c(=O)[nH]c1=O	?	5.8%	.	-35.7	-1.5%	-0.6%	1.8%
CCOC(=O)c1ccc(NC(=O)c2cc(C)nc3ccccc23)cc1	5.5%	-6.2%	2.0%	6.8	0.5%	-1.4%	-10.8%
CC(CCc1ccccc1)NC(=O)Cn1ncc2c3ccccc3n(Cc3cccc(Cl)c3)c2c1=O (stereo not drawn)	18.5%	.	.	6.0	.	0.4%	.
Cc1snc(SCC(=O)c2ccc(F)cc2)c1C#N	0.5%	-25.5%	-1.8%	23.4	19.8%	0.7%	-26.9%
CCNc1c(NC(=O)c2cc(OCC)c(OCC)c(OCC)c2)c(=O)oc2ccccc12	17.1%	.	.	2.8	.	0.7%	.

Continued (5 carried over from the part before).
SMILES	AmpC detergent	HCV inh	LmPK inhibitor	HCMV inh	AMA1-RON2 inh	Tb PYK inh	AmpC inh no detg
CCCCN(C(=O)c1ccc(N2CCCC2=O)cc1)c1c(N)n(CCC)c(=O)[nH]c1=O	?	5.8%	.	-35.7	-1.5%	-0.6%	1.8%
CCOC(=O)c1ccc(NC(=O)c2cc(C)nc3ccccc23)cc1	5.5%	-6.2%	2.0%	6.8	0.5%	-1.4%	-10.8%
CC(CCc1ccccc1)NC(=O)Cn1ncc2c3ccccc3n(Cc3cccc(Cl)c3)c2c1=O (stereo not drawn)	18.5%	.	.	6.0	.	0.4%	.
Cc1snc(SCC(=O)c2ccc(F)cc2)c1C#N	0.5%	-25.5%	-1.8%	23.4	19.8%	0.7%	-26.9%
CCNc1c(NC(=O)c2cc(OCC)c(OCC)c(OCC)c2)c(=O)oc2ccccc12	17.1%	.	.	2.8	.	0.7%	.
Cn1cccc1/C=N/NC(=O)c1sc2cc(Cl)ccc2c1Cl	-1.2%	1.0%	3.6%	-13.7	.	.	-1.9%
O=C(CSc1cn(CC(=O)N2CCOCC2)c2ccccc12)Nc1ccccc1F	2.9%	.	.	-37.6	.	-3.7%	.
O=C(Nc1c(F)cccc1F)C1CCN(C(=O)c2cccs2)CC1	0.6%	24.5%	-0.4%	-6.0	11.7%	7.4%	-21.4%
COc1ccc(N2C(=O)CSC23C(=O)N(Cc2cccc(F)c2)c2ccccc23)cc1Cl (stereo not drawn)	20.8%	.	.	-38.5	.	3.9%	.
CC(=O)c1c(C)[nH]c(C(=O)CN2C(=O)NC(CCc3ccccc3)C2=O)c1C (stereo not drawn)	-0.6%	-21.7%	-1.4%	0.0	-9.9%	-2.6%	-25.5%
CCC(=O)N(c1nnc(SCC(=O)c2ccc[nH]2)s1)C1CC1	.	7.4%	.	74.4	-12.2%	-9.9%	?
CCOc1ccc([N+](=O)[O-])cc1CNCCc1ccccc1	-2.0%	6.4%	2.5%	-28.0	-12.8%	-6.4%	-8.2%
Cc1cccc(-n2c(C)n[nH]c2=S)c1	-10.1%	?	-28.9%	96.2	-2.6%	?	-10.4%
O=C(CSc1ncn[nH]1)NCCCc1ccccc1	-13.1%	0.4%	-6.4%	1.2	1.3%	-6.2%	-9.7%
COc1cc2c(C(=O)NC3CCCCCC3)cn(C)c(=O)c2cc1OC	-1.9%	4.0%	0.4%	17.0	6.2%	-8.1%	-8.9%
CC1Cc2ccccc2N1Cc1nc2scc(-c3cccs3)c2c(=O)[nH]1 (stereo not drawn)	-7.9%	-6.3%	1.6%	52.1	-16.1%	-4.5%	-47.1%
COc1ccc(C2=NO[C@@H]3C(=O)N(Cc4ccccc4)C(=O)[C@H]23)c(OC)c1	0.3%	5.1%	1.6%	57.0	-3.3%	-1.9%	0.8%

One compound at a time (already shown). Values in the order: AmpC detergent	HCV inh	LmPK inhibitor	HCMV inh	AMA1-RON2 inh	Tb PYK inh	AmpC inh no detg
Shown for CCC(=O)N(c1nnc(SCC(=O)c2ccc[nH]2)s1)C1CC1 : .	7.4%	.	74.4	-12.2%	-9.9%	?
Shown for COc1ccc(N2C(=O)CSC23C(=O)N(Cc2cccc(F)c2)c2ccccc23)cc1Cl (stereo not drawn) : 20.8%	.	.	-38.5	.	3.9%	.

Next entries follow:
SMILES	AmpC detergent	HCV inh	LmPK inhibitor	HCMV inh	AMA1-RON2 inh	Tb PYK inh	AmpC inh no detg
OC(CNCc1ccco1)Cn1c2ccc(Br)cc2c2cc(Br)ccc21 (stereo not drawn)	-8.8%	?	0.6%	33.3	-0.6%	1.6%	-11.8%
COc1ccc(CCN2C(=O)COc3ccccc3C2C(=O)Nc2ccc3c(c2)OCCO3)cc1OC (stereo not drawn)	.	.	.	32.2	-1.0%	0.6%	.
CC(CNC(=O)COC(=O)c1ccco1)c1ccccc1 (stereo not drawn)	?	14.3%	.	-8.4	-1.0%	3.9%	-9.7%
Cc1nnsc1C(=O)NC1CCCc2c1cnn2-c1ccc(F)cc1F (stereo not drawn)	4.6%	?	-11.9%	-91.6*	-7.3%	2.3%	-5.8%
O=[N+]([O-])c1cc(C(F)(F)F)ccc1NCCc1c[nH]c2ccc(O)cc12	-11.3%	?	5.5%	?	-29.4%	-6.0%	-51.0%
COC(=O)CN(c1nc(C)cc(OC)n1)S(=O)(=O)c1ccc(C)cc1	?	-4.2%	4.2%	-11.9	-1.3%	-0.1%	-4.0%
COc1ccc(CN2CCN(S(=O)(=O)c3ccccc3)CC2)cc1Br	-4.6%	6.5%	-2.8%	?	-25.8%	21.7%	-5.4%
COc1ccc(N2CCN(C(c3cccs3)C(C)NS(C)(=O)=O)CC2)cc1 (stereo not drawn)	4.4%	1.1%	-2.7%[11.5 µM]	-15.5	-7.5%	0.8%	27.3%
Cc1nc2ncnn2c(C)c1CCC(=O)N1CCN(c2ccccn2)CC1	2.2%	2.1%	-12.3%	-16.4	1.8%	-3.9%	-8.4%
CCN(CC(=O)Nc1c(F)cccc1F)C(=O)CCc1nc2ccccc2c(=O)[nH]1	-11.4%	-3.3%	.	-7.2	18.3%	-6.5%	-17.0%
Cc1ccc(C(=O)c2c3ccc(C(F)(F)F)cc3[n+]([O-])n2CCCN)cc1	-10.4%	?	.	-2.4	6.4%	3.0%	43.2%
Nc1cc(=O)[nH]c(SCc2nc3ccccc3n2Cc2ccccc2)n1	?	?	10.3%	-5.8	29.5%	-6.0%	-26.6%
COC(=O)/C=C1/SC(=NC(=O)c2ccc(F)cc2)NC1=O	-6.4%	12.6%	-6.7%	23.6	11.8%	-2.5%	-46.5%
Cc1nn(CC#N)c(=O)n1-c1ccc(F)cc1	1.0%	-0.5%	0.4%	23.3	-0.4%	0.3%	-6.1%
Cc1nc2ncnn2c(N2CCCC(C(=O)Nc3ccccc3Br)C2)c1C (stereo not drawn)	2.6%	?	-0.2%	-64.4*	1.2%	5.0%	12.4%
C[C@H]1COC(=O)[C@H](Cc2ccc(F)cc2)CC/C=C/C[C@@H](CC(=O)N(CCO)Cc2ccccc2)C(=O)N1	.	?	.	-13.3	-4.2%	1.1%	219.4%[activator]
CCOc1ccc(-c2nnc(SCC(=O)NCc3ccc(C)cc3)nc2-c2ccc(OCC)cc2)cc1	17.6%	.	.	81.1	.	2.6%	.
Clc1ccc2nc(CSc3nnc4ccccn34)cn2c1	1.0%	-0.5%	-8.4%	157.5	-5.2%	-13.3%	-6.5%
Cc1ccc(N2CC(C(=O)NCCN3CCOCC3)CC2=O)cc1C (stereo not drawn)	5.2%	2.5%	-0.4%	?	-7.8%	-13.6%	-18.2%
Cc1ccccc1C(C(=O)NC1CCCCC1)N(C(=O)c1ccccn1)c1cccnc1 (stereo not drawn)	-6.2%	6.5%	-0.8%	-39.4	-1.1%	1.6%	1.8%
CC(C)(C)c1ccc(NS(=O)(=O)c2ccc(N)cc2)cc1	-8.8%	4.4%	4.2%	47.1	4.1%	7.4%	-33.1%
Cc1ccc(C(=O)N=c2sccn2C)cc1S(=O)(=O)N1CCOCC1	-20.3%	-14.7%	.	52.9	-6.9%	-6.5%	-11.6%
CCOc1ccccc1C(=O)Nc1nnc(SCC(=O)Nc2cc(C)on2)s1	0.4%	0.2%	6.0%	-9.7	-2.2%	-4.3%	-2.0%
Cc1ccccc1OCC(=O)NC(=S)Nc1ccccc1N1CCN(S(C)(=O)=O)CC1	8.7%	-2.0%	-5.7%	26.2	56.1%[activator]	-2.4%	-1.7%
O=C(CCS(=O)(=O)c1ccccc1)Nc1ccc(-c2nc3ccccc3s2)cc1	-12.8%	?	-2.3%	-20.7	-9.0%	-1.2%	-48.1%
O=C(Oc1ccc(Oc2ccccc2)cc1)N1CCC(O)CC1	-2.8%	?	-2.6%	27.1	15.3%	-15.7%	60.2%[activator]
CCOc1ccc(/C=N/NC(=O)c2c(-c3ccccc3)noc2C)cc1	-11.6%	-1.4%	3.7%	-14.3	34.0%[activator]	0.2%	-21.8%
Cc1c(OCc2ccc([N+](=O)[O-])cc2)ccc2c3c(c(=O)oc12)CCC3	-19.9%	8.9%	0.7%	28.1	9.5%	2.4%	-34.7%
CCCCCNCc1ccc(Br)cc1	?	0.9%	1.2%	-10.4	-2.2%	2.6%	-22.8%
